# Assay outcomes: PubChem BioAssay, Broad Institute
# PGC1a acetyl inh = inhibitors of PGC1a acetylation signal, primary screen, cell-based, U2OS, AlphaScreen, inhibitor mode | AlphaScreen anti-acetyl-lysine; with virally co-expressed GCN5 acetyltransferase | inhibition, % at 15.6 µM | actives 0.17% (n = 350,000) | AID 651687, 2012;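 active means every replicate shows inhibition of at least 40%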;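 further: 0% = neutral control wells and 100% = positive control wells; some results beyond the cut were filed as inactive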
# E-sel inducer = E-selectin induction in HUVECs, primary screen, imaging, HUVEC, immunofluorescence imaging, single point; AID 686992, 2013; actives 0.37% (n = 260,000); normalized: neutral wells 0, TNF-alpha wells 100; activation, % at 7.58 µM; P16581;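 active means mean E-selectin-positive cell signal at least 10% of the positive control, reached in at least 60% of replicates, without over 20% cell loss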;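 further: in these data hits start at about 27%; measured in HUVEC primary endothelial cells; signal is the percent of cells scored E-selectin positive by PE staining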
#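 material = human umbilical vein endothelial cells (HUVEC), E-selectin induction | quantity = 3,000 cells/well | medium = EGM-2 growth medium on 0.1% gelatin-coated wells | technique = immunofluorescence imaging | read-out basis = % PE-positive cells | control set = TNF-alpha positive control, DMSO neutral control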
# PglD inh = C. jejuni PglD acetyltransferase inhibitors, primary screen, biochemical, DTNB colorimetric, single point; UDP-N-acetylbacillosamine N-acetyltransferase PglD (Campylobacter jejuni); purified PglD enzyme, DTNB colorimetric CoA detection; inhibition, % at 12.5 µM; actives 0.098% (n = 360,000); AID 602405, 2012; in the data active means inhibition above about 16%, passing the limit was not always enough; further: strong numbers were not always called active
# miR122 inh = miR-122 Renilla sensor signal increase in Huh7, primary screen, miR-122 inhibitor project, cell-based, single point, plate reader; AID 602342, 2012; activation (reporter increase), % at 12.5 µM; Huh7 miR-122 Renilla luciferase sensor, 48 h; neutral wells = 0, positive control = 100; actives 0.3% (n = 340,000);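 active means mean replicate activation score at least 90 and every replicate individually at or above 90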;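 further: higher luciferase means less miR-122 activity so hits act as miR-122 inhibitors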
# RAD52 inh = RAD52 DNA annealing inhibitors, primary screen, biochemical, FRET, single point, set 2. recombinant RAD52 DNA annealing, FRET fluorescence. inhibition, % at 18.7 µM. actives 0.46% (n = 360,000);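 active means every replicate showing at least 50% inhibition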
# ERAP1 inh = human ERAP1 aminopeptidase inhibitors, primary screen, biochemical, single point, plate reader; actives 0.15% (n = 340,000); AID 652197, 2013; inhibition, % at 10.7 µM; Endoplasmic reticulum aminopeptidase 1 (Homo sapiens), Q9NZ08; recombinant ERAP1, Leu-AMC fluorescence, 60 min;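 active means mean replicate inhibition of at least 30%, or all replicates individually reaching that 30% level; inactive means mean below 30% and not every replicate reaching it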;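 further: 0% = neutral control wells and 100% = L-leucinethiol positive control wells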
# RAD54 branch = inhibitors of human RAD54 branch migration, primary screen, biochemical, fluorescence, single point; DNA repair and recombination protein RAD54-like (Homo sapiens), Q92698; RAD54 Holliday junction branch migration, FAM/BHQ fluorescence; inhibition, % at 10.4 µM; actives 0.14% (n = 360,000); AID 602329, 2012;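 active means mean normalized replicate activity at least 40 and at least half of replicates scoring 40 or more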;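 further: 0% = median of neutral control wells and 100% = median of positive control wells; inhibitors cause a drop in the FAM fluorescence signal; in these data hits start at about 50%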
# Target sequence (Q92698 whole entry, looked up): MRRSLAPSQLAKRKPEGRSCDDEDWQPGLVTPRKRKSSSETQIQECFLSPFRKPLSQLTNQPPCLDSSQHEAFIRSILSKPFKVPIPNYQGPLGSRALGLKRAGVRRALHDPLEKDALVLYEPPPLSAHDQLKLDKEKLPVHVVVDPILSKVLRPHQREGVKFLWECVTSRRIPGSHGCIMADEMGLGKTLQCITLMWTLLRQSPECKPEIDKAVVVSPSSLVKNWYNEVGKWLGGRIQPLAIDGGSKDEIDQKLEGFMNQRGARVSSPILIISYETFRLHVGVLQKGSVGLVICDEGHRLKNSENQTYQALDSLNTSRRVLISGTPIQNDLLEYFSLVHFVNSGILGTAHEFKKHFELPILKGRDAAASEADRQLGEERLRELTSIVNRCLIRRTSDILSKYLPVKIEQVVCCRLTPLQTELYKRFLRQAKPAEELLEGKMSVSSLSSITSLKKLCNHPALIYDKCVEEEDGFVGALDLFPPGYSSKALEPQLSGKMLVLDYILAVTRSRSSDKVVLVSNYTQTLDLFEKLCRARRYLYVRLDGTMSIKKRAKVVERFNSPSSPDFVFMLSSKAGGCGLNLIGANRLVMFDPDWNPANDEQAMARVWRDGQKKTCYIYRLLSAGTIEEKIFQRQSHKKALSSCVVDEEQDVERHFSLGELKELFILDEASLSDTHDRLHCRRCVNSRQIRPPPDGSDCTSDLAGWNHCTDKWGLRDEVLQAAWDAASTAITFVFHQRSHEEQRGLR
# Cneo AK release = Cryptococcus neoformans cell lysis inducers, primary screen, AK release luminescence, single concentration; C. neoformans lysis, adenylate kinase release luminescence, 4 h; normalised: neutral wells 0, clomiphene wells 100; lysis activity, % at 15 µM; actives 0.2% (n = 360,000); AID 651654, 2012;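 active means mean lysis activity across replicates of at least 80%, whatever share of replicates individually reach that level; inactive means mean lysis activity below 80%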
#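 Material – Cryptococcus neoformans yeast cells · Quantity – 5 × 10^6 yeast cells/mL · Buffer or medium – YPD medium · Compound – single dose · Timing – 4 h static compound exposure, 37 °C, read 1 h post-reagent · Signal – adenylate kinase release luminescence · Read-out basis – lysis from increased AK signal · Benchmarks – Clomiphene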
# * = called active by the depositor; . = no result given; & = joins results of further samples; [ ] = another dose, or the depositor's remark.
# Screens in order: PGC1a acetyl inh, E-sel inducer, PglD inh, miR122 inh, RAD52 inh, ERAP1 inh, RAD54 branch, Cneo AK release
Nc1cc([N+](=O)[O-])cc2oc(-c3ccccc3)cc12
 : ., 0.0, 4, ., -7, -3, -6, 3
COc1ccc(NC(C)=O)cc1NC(C)C(=O)Nc1cccc(S(=O)(=O)N2CCOCC2)c1 (configuration not stated)
 : 9, ., 1, -1, -4, -6, 3, 0
N=c1c2ccccc2nnn1-c1ccc(C(F)(F)F)cc1
 : -10, ., ., 10, 0, 3, ., .
CC(=O)Nc1ccc(C(=O)Nc2ccc3c(c2)OCO3)cc1
 : ., ., 8, -7, -7, 0, -1, -4
CCOc1ccc(NC(=O)Cn2cc(C(=O)C3CC3)c3ccccc32)cc1
 : ., 0.1, -1, ., -15, 1, -1, -2
CCN(CC)c1ccc(C(=S)NC2CCCCC2)cc1
 : -8, 0.8, -3, ., -12, 0, 5, -1
c1ccc(COc2ccccc2CNCc2cccnc2)cc1
 : 5, ., 1, -5, ., ., -2, 6
Cc1oc2c(c1C(=O)NC(Cc1c[nH]c3ccccc13)C(=O)O)CCCC2 (configuration not stated)
 : 7, ., -3, -2, ., ., -8, 4
COc1cc(NC(=O)CCS(=O)(=O)c2ccc3c(c2)oc(=O)n3C)cc(OC)c1OC
 : -16, ., -4, -2, -7, -2, 1, 4
COc1cc(NC(=O)C2CCCN(S(=O)(=O)c3ccc4[nH]c(=O)ccc4c3)C2)cc(OC)c1 (configuration not stated)
 : 0, ., -1, -10, 3, -1, -8, -1
CC(C)(C)OC(=O)CNC(=O)c1[nH]cnc1C(=O)N[C@@H](CCCCNC(=O)OC(C)(C)C)C(=O)OC(C)(C)C
 : ., -0.1, 3, -14, -13, -1, -9, 5
CC(=O)Nc1ccc(C(=O)N2CCCCC2c2cc(C(=O)Nc3ccccc3)no2)cc1 (configuration not stated)
 : 2, 0.0, -3, -1, -15, -1, -4, -5
CC(=O)c1ccc(Oc2cc(C)nc(NCc3ccccc3)n2)cc1
 : 3, ., 0, 2, ., ., 3, 1
CN1C(=O)c2cc(NC(=O)Cc3ccccc3)ccc2OC[C@@H]2O[C@@H](CC(=O)NCC3CC3)CC[C@H]21
 : -4, 0.1, 2, -25[16.7 µM], -8, 1, 3, 1
CN(C)c1ccnc(-n2cccc2/C=N/O)c1C#N
 : -6, 1.9, ., 3, -1, -1, ., .
O=C(C[C@@H]1C[C@H]2c3cc(NC(=O)Nc4ccccc4)ccc3O[C@H]2[C@@H](CO)O1)NC1CCCCC1
 : 3, -0.3, 2, -4[16.7 µM], -7, 1, -4, 4
O=C(c1ccccc1)N1CCN(C(=O)c2ccncc2)CC1
 : 5, ., 5, -3, ., ., -12, 0
O=C(CN1CCN(c2ncc(C(F)(F)F)cc2Cl)CC1)N1CCN(c2ncc(C(F)(F)F)cc2Cl)CC1
 : 4, ., 8, 5, -20, 10, -8, 1
CC(=O)/C=N/Nc1ccccc1
 : 4, ., -6, 3, ., ., 10, 4
O=C(CNC(=O)c1ccco1)N/N=C/c1ccc(O)c([N+](=O)[O-])c1
 : 3, ., 4, -12, -3, -1, 7, 0
CCCN1CCC(NC(=O)Nc2ccc([N+](=O)[O-])cc2)CC1
 : -1, -0.1, 5, 3, -4, -2, 1, -1
C#CC1(N2CCCCC2)CCCCC1
 : ., 0.1, 1, -14, -10, 4, -2, 1
CCCNC(=O)N(C)C[C@H]1Oc2cc(-c3cncnc3)ccc2S(=O)(=O)N([C@@H](C)CO)C[C@@H]1C
 : 7, 0.0, 0, 14[16.7 µM], 0, 0, -2, -7
CC(=O)Nc1ccc(S(=O)(=O)N(C)c2ccc(OCCOc3cccc(C)c3)cc2)cc1
 : -5, ., 0, 1, -5, -11, -9, 1
O=C(NC[C@@H]1[C@@H](c2ccccc2)[C@@H](CO)N1Cc1ccccn1)NC1CCCC1
 : -5, 0.1, ., ., -24, 0, ., .
Cc1noc(C)c1S(=O)(=O)Nc1ccc(C(=O)NC2CCCCCC2)cc1
 : -6, ., -7, 3, ., ., -4, 0
CCSc1nnc(NC(=O)C(C)(C(F)(F)F)C(F)(F)F)s1
 : 16, ., 4, -2, ., ., 0, 3
Cc1ccc(S(=O)(=O)NCC(c2cccnc2)N2CCc3ccccc32)cc1 (configuration not stated)
 : ., ., 3, 9, -28, 2, -9, 0
CNC[C@@H]1Oc2cc(Br)ccc2S(=O)(=O)N([C@H](C)CO)C[C@@H]1C
 : -1&3, 0.0&4.8, -1&-2, -9[16.7 µM], -10&-5, -1, 3&4, 2&0
CC(C)(C)OC(=O)CN1c2cccc3cccc(c23)S1(=O)=O
 : -12, ., 3, 4, -6, 4, -9, 1
CNC[C@@H]1Oc2cc(C#CC3CCCC3)ccc2S(=O)(=O)N([C@H](C)CO)C[C@H]1C
 : -11, 0.0, 4, -17[16.7 µM], 23, -7, -10, 0
Cn1cnc(S(=O)(=O)N2CCN(C(c3ccccc3)c3ccccc3)CC2)c1
 : -1, ., 1, -2, -14, -4, -9, 2
C=CCn1cnc2c(nnn2-c2ccc(Cl)cc2)c1=O
 : -2, -0.1, 5, 14, -15, -1, 5, 13
O=C(C[C@H]1C=C[C@@H](NC(=O)NC2CCCCC2)[C@@H](CO)O1)NCc1ccc(F)cc1
 : -1, -0.2, -1, 2[16.7 µM], -6, 0, 4, -1
CNCC(O)C(O)C(O)C(O)CO (configuration not stated)
 : 5, ., 1, -1, -4, -6, -10, 3
O=C(NCc1ccccc1)NC1(C(=O)N2CCOCC2)CCCCC1
 : 1, ., 5, -19, ., ., -1, 1
O=C(Cn1ncc(Cl)c(Cl)c1=O)c1ccc2c(c1)OCCO2
 : -85, -0.2, ., -2, -28, 0, ., .
C/C(Cc1ccccc1)=N\NC(=O)CNC(=O)c1ccc2c(c1)OCCO2
 : -1, ., -2, -14, -5, -4, -17, 0
COCc1c(C(=O)NCc2ccccc2CN2CCCC2)oc2ccccc12
 : 7, 0.5, 7, 2, -16, 0, -19, -2
O=C(Nc1ccc(F)cc1)N[C@@H]1CC[C@@H](CCn2cc(C3(O)CCCC3)nn2)O[C@H]1CO
 : 2, -0.4, 1, ., -17, -1, -2, -1
CC1(C)C(=O)OC(c2c(F)c(F)c(F)c(F)c2F)C2(CCCCC2)C1=O (configuration not stated)
 : -10, ., 0, 46, ., ., 1, 0
CN(Cc1cccnc1)C(=O)c1cc(S(=O)(=O)Nc2ccccc2F)ccc1Cl
 : -2, -2.0, -2, 2, 1, -1, 1, -3
COc1ccc(NC(=O)Nc2cccc3c2O[C@@H](CN(C)Cc2ccncc2)[C@H](C)CN([C@@H](C)CO)C3=O)cc1
 : 9, ., 9, -13[16.7 µM], 2, 1, 3, -2
C=CC[C@@]1(C(=O)OC)N=C(c2ccc(OCCCO)cc2)O[C@@H]1c1ccccc1CN=[N+]=[N-]
 : ., ., 3, ., -31, 4, -10, 1
Cc1noc(C)c1NC(=O)N(C)C[C@H]1OCCCC[C@H](C)Oc2ccc(NC(=O)C3CCCCC3)cc2C(=O)N([C@@H](C)CO)C[C@H]1C
 : 8, -0.1, 1, 12[16.7 µM], 0, 3, 7, 0
CC(C)OC(=O)c1ccc(NC(=O)Cn2c(-c3nonc3N)nc3ccccc32)cc1
 : -24, ., -1, -3, ., ., 0, 1
CO[C@H]1CN(C)C(=O)c2ccc(NC(=O)Nc3ccc(C(F)(F)F)cc3)cc2OC[C@@H](C)NC[C@H]1C
 : 5, 0.4, -2, -23[16.7 µM], 31, -4, -3, 0
CC(C)NC(=O)Nc1ccc2c(c1)C(=O)N([C@H](C)CO)C[C@@H](C)[C@@H](CN(C)S(=O)(=O)c1ccccc1)OCCCC[C@@H](C)O2
 : 4, -0.2, -4, -2[16.7 µM], 5, -2, 6, -3
CCCCNC(=S)NNC(=O)c1csc2ccccc12
 : -3, ., ., 20, 4, 0, ., .
COCC(C)n1c(C)cc(C(=O)CN2c3cccc4cccc(c34)S2(=O)=O)c1C (configuration not stated)
 : 7, ., -2, ., -22, 0, 6, 0
O=C(c1cnn(-c2ccccc2)c1)c1ccc2ccccc2c1O
 : -1, ., 3, 3, ., ., 13, 1
COCCN1C(=O)N[C@@H](c2ccco2)C(C(C)=O)=C1C
 : -3, -0.1, 4, -8, -26, -3, 2, 1
COc1cc(S(=O)(=O)N2CCCCC2)ccc1NC(C)=O
 : -1, ., -5, -1, ., ., -3, -1
C[C@H]1CN([C@@H](C)CO)C(=O)c2cc(NC(=O)CCN3CCOCC3)ccc2O[C@@H]1CN(C)C(=O)Nc1ccccc1
 : 11, -0.1, 0, 2[16.7 µM], 2, 0, -16, -1
CC(C)(C)c1ccc(-c2nnc(SCC(=O)NC3CC3)o2)cc1
 : 2, ., 0, -5, -3, 1, 7, -5
O=C([C@H]1[C@H](CO)[C@H]2Cn3c(cccc3=O)[C@H]2N1Cc1cc(F)ccc1F)N1CCOCC1
 : ., 0.3, -4, ., -29, 1, 13, 0
CC(=O)Nc1cc(-c2cccc(F)c2)cn2c(-c3ccc(F)c(Cl)c3)cnc12
 : ., 0.2, 1, 11, -17, -2, 4, 1
O=C(Nc1cc(F)ccc1F)c1ccc(-n2cncn2)c([N+](=O)[O-])c1
 : ., ., 4, ., 8, 5, 8, 10
O=C(NC1CCCCC1)c1ccccc1NC(=O)C1CC(=O)N(c2ccc(Cl)cc2)C1 (configuration not stated)
 : ., ., -3, -5, ., ., 11, -1
CN1CCN(C(=O)[C@H]2[C@H](CO)[C@H]3Cn4c(ccc(C5=CCCC5)c4=O)[C@@H]2N3S(C)(=O)=O)CC1
 : ., 0.1, 2, 8[16.7 µM], -5, -2, 1, -2

# (more compounds)
# Screens in order: PGC1a acetyl inh, E-sel inducer, PglD inh, miR122 inh, RAD52 inh, ERAP1 inh, RAD54 branch, Cneo AK release
CCOC(=O)c1cnc2ccc(OC)cc2c1Nc1ccc(N2CCN(C)CC2)cc1
 : ., -0.1, -9, -10, 88*, -1, 72*, 0
COc1cc(NC(=O)C2CCCN2C(=O)C2CCC(C)CC2)cc(OC)c1OC (configuration not stated)
 : -12, 1.3, 7, -1, -8, 1, -9, -3
COc1cc(-c2cc(C(=O)Nc3ccncc3)c3ccccc3n2)cc(OC)c1OC
 : -8, -0.5, 2, ., -10, 0, 4, -1
Cc1cc(Cl)ccc1OCC(=O)Nc1ccccc1N1CCOCC1
 : -15, ., -1, 4, ., ., 3, -2
O=C(Cc1ccccc1)NNC(=O)c1cccs1
 : -8, ., 1, 3, ., ., -4, 2
C[C@H](CO)N1C[C@H](C)[C@@H](CN(C)Cc2ccc(C(=O)Nc3ccccc3N)cc2)Oc2ccc(NC(=O)Cc3cn(C)c4ccccc34)cc2C1=O
 : 4, 0.1, 1, 1[16.7 µM], 47, -2, 13, -2
Cc1ccc(CNC(=O)COC(=O)c2cc(=O)[nH]c3ccccc23)cc1
 : ., -0.6, 5, ., -5, 0, 11, -1
CCC(OC(=O)CNS(=O)(=O)c1ccccc1)C(=O)c1ccccc1 (configuration not stated)
 : -3, -0.1, 20*, -3, -17, -3, -5, 7
COc1ccc(-c2ccc3c(c2)C2CC3CCN2C(=O)OCc2ccccc2)cc1 (configuration not stated)
 : 3, ., 3, -4, -8, -1, -12, -1
